DRD3 antagonist: blocks the human D3 dopamine receptor; actives 2.5% (n = 360,000); max response, negative = inhibition, %; AID 652054; P35462; D3R cells, DiscoveRx beta-arrestin luminescence, antagonist mode; stronger effect = lower value; in the data active means max response below about -50%; inconclusive means no clear call, values can overlap the other calls; further: on the % scale 0 is the no-effect control and ±100 the full control effect; mostly tested at two doses, the higher about 12 µM
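Cells expressing the human receptor were seeded at 1500 cells/well, incubated overnight at 37 degrees C in 5% CO2, then exposed to library compounds with dopamine controls for 90 minutes at 37 degrees C before luminescent detection.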
Abeta rescue: A-beta toxicity reversal in yeast; yeast expressing A-beta42, growth rescue, OD600, 48 h; response scale: 0% DMSO, 100% iron-clioquinol control; Potency, µM (doses to about 46.1 µM), for inactives: at the highest dose growth rescue, most hits filed as activators; actives 0.063% (n = 410,000); further: potency means the concentration at half of the fitted maximal effect; nearly all actives have a fitted effect of over 55% in size
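Yeast A-beta toxicity model in growth medium with pinned compounds, 48 h at 30 C; growth read as absorbance at 600 nm. Normalized to FeCl3/clioquinol equimolar mix (positive) and DMSO (negative).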
EPAC2 ag: activates human EPAC2 exchange factor. Q8WZA2. actives 0.079% (n = 360,000). EPAC2 activation, biochemical qHTS; response scale: 100% = 6.5 mM cAMP response. Potency, µM (doses to about 154 µM), inactives show at the highest dose activation, actives largely listed as activators; further: potency means the concentration at half of the fitted maximal effect; nearly all actives have a fitted effect of over 50% in size
Target sequence (Q8WZA2 whole entry, looked up): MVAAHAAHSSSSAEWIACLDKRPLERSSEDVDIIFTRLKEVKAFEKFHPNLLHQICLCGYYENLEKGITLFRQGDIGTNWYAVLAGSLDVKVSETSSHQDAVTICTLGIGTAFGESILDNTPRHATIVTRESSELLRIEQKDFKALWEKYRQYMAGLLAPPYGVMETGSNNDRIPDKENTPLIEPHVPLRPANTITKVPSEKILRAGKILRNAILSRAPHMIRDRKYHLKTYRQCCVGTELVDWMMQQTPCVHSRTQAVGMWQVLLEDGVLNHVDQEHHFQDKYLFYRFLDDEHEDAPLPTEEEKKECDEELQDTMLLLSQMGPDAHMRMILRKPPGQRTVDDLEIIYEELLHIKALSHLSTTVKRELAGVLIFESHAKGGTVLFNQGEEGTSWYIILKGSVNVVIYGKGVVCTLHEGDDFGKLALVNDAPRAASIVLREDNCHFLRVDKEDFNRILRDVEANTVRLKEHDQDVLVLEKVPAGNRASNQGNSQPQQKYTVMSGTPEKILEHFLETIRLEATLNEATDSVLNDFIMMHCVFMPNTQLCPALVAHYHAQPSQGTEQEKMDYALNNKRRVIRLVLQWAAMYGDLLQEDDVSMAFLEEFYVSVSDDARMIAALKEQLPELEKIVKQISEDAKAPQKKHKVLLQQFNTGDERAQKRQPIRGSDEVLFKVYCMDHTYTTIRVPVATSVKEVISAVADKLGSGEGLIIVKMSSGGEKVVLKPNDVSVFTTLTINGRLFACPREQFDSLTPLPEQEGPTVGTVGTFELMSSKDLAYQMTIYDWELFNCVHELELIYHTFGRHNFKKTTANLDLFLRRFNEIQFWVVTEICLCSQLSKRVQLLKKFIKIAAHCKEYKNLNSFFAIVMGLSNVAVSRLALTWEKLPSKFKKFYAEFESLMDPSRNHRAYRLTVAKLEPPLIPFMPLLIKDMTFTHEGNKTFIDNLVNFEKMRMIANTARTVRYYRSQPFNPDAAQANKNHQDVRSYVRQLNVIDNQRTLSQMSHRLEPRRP
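Guanine nucleotide exchange by EPAC2 is measured as reduced fluorescence of BODIPY-GDP once it is released from 250 nM Rap1B. Plates are read kinetically for 30 min at room temperature; results are scaled to 6.5 mM cAMP.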
TDP-43 yeast inh: inhibitors of TDP-43 toxicity in yeast. Potency, µM (doses to about 46.1 µM), without a hit: at the top dose growth rescue (activation), actives largely listed as activators. TDP-43 expressing yeast growth rescue, BacTiter-Glo, 24 h. actives 1.8% (n = 410,000). AID 652104; further: potency means the concentration at half of the fitted maximal effect; % of control where 0% means no effect; nearly all actives have a fitted effect of over 50% in size
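Yeast cells expressing TDP-43 under galactose induction are exposed to compounds for 24 hr at 30 deg C. BacTiter-Glo luminescence measures growth, so protective compounds score as activators.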
EPAC2 antagonist: antagonists of human EPAC2; Q8WZA2; EPAC2 GEF exchange of Rap1B-BODIPY-GDP, fluorescence; Potency, µM (doses to about 114 µM), for the others: at the top dose activity, negative = inhibition, hits mostly inhibitors; actives 0.18% (n = 360,000); AID 720708; further: potency means the concentration at half of the fitted maximal effect; on the % scale 0 is the no-effect control and ±100 the full control effect; nearly all actives have a fitted effect of over 45% in size; many of its hits are not listed in these tables
aSyn yeast inh: inhibitors of alpha-synuclein toxicity in yeast; Yeast expressing alpha-synuclein, growth rescue, BacTiter-Glo, 24 h; Potency, µM (doses to about 46.1 µM), inactives show at the highest dose growth rescue (activation), hits mostly activators; actives 0.14% (n = 370,000); AID 652106; further: potency means the concentration at half of the fitted maximal effect; % of control where 0% means no effect; nearly all actives have a fitted effect of over 65% in size
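Galactose-induced alpha-syn yeast (OD600=0.02, raffinose-pregrown) + pinned cpd, 24 hr, 30 deg C; growth by BacTiter-Glo luminescence. Growth restoration scores as activation.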
FUS suppressor: FUS proteinopathy suppression in yeast. Potency, µM (titrated, usually from 76.6 µM), inactives show at the highest dose growth rescue (activation), most hits filed as activators. S. cerevisiae FUS-expressing, growth rescue, OD600, 24 h. actives 0.24% (n = 390,000);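 further: potency means the concentration at half of the fitted maximal effect; plate controls were DMSO vehicle for no effect and reference control for full effect; nearly all actives have a fitted effect of over 55% in size; some results filed as inactive show a strong effect at the top dose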
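FUS-expressing yeast, raffinose-pregrown, induced in 2% galactose minimal medium at OD 0.005; compounds in a dilution series, 24hr at 30C. Growth restoration read as absorbance at 600 nm. CP55940 positive control, DMSO negative.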
D3 ag: D3 dopamine receptor (human) agonism; P35462; D3R DiscoveRx beta-arrestin cells, luminescence, 90 min; max activation, %; actives 0.58% (n = 410,000); AID 652048; in the data active means max activation above about 30%; further: 0% is about no effect; mostly tested at two doses, the higher about 12 µM
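Cells at 1500/well, incubated overnight, then treated with pinned compounds (dopamine as control) for 90 min at 37 degrees C. DiscoveRx reagent added for 30 - 60 minutes at room temperature; luminescence read.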
* marks the source's active call; other numbers are inactive results; ? = inconclusive; nt = not tested or not shown; & = joins results of further samples; [ ] = another dose, or the depositor's remark. Unless noted, the call rests on the fitted dose curve; in most records, active means well fitted curve in the direction sought with a large enough effect; inconclusive means small, poorly fitted or top-dose-only effect, or another doubt; inactive means no such curve, though single readings can be large; an effect the other way counts as inactive or inconclusive.

SMILES	DRD3 antagonist	Abeta rescue	EPAC2 ag	TDP-43 yeast inh	EPAC2 antagonist	aSyn yeast inh	FUS suppressor	D3 ag
O=[n+]1c2c(n([O-])c3cc(F)ccc31)CCCC2	10.8	4.7%	-5.8%	4.0%	3.2%	0.3%	15.3%	1.2
CN1CCN(C2CN(Cc3cn(Cc4ccccc4C(F)(F)F)nn3)S(=O)(=O)C2)CC1 (stereo unspecified)	29.5	-12.2%	3.4%	-3.4%	5.0%	-3.0%	-2.4%	-2.1
CC1(C(=O)NS(=O)(=O)C2CC2)CCCN(C(=O)c2cccc(Cl)c2)C1 (stereo unspecified)	3.1	14.4%	1.2%	3.5%	15.5%	6.0%	-15.5%	4.2
CC(=O)c1sc(=S)n(-c2ccc(Cl)cc2)c1C	-8.9	-18.6%	5.8%	24.9%	-3.3%[57.1 µM]	1.9%	2.6%	2.2
CCOC(=O)N1CCN(C(=O)C[C@@H]2C[C@@]3(C(=O)OCC)CCCC=C3N(Cc3ccc(Cl)cc3Cl)C2=O)CC1	21.8	14.7%	3.6%	?	-18.6%	3.9%	?	-0.9
COc1cccc(/C=N/c2nc3ccccc3n2C)c1O	-14.7	-10.0%	-1.5%	1.9%	3.6%	5.0%	-17.4%	1.2
O=C(Cc1coc2ccc3ccccc3c12)N1CCCC1	0.0	-2.2%	3.2%	-8.7%	-2.0%	9.7%	nt	1.5
CC(=O)c1ccc(COC(=O)c2cc3ccccc3oc2=O)cc1	-0.7	-10.6%	4.2%	29.0%	0.7%	-1.5%	-5.7%	4.2
CCc1cc(=O)oc2cc(C)cc(OC(C)C(=O)NCCCN3CCCC3=O)c12 (stereo unspecified)	9.1	18.4%	6.1%	8.4%	5.8%	5.0%	0.7%	12.0
CNC(=S)NNC(=O)c1sccc1OCc1ccc(Cl)cc1Cl	20.1	-2.9%	-5.2%	22.0%	8.9%	-14.1%	-8.8%	9.1
COc1cccc(OCC(O)CN2CCC(C)CC2)c1 (stereo unspecified)	11.0	-2.9%	6.2%	-21.3%	16.0%	0.4%	-4.6%	-30.8
CSCCC(NC(=O)c1ccccc1)C(=O)N1CCN(Cc2ccc(Cl)cc2)CC1 (stereo unspecified)	38.8	-0.7%	3.0%	-13.4%	2.7%	1.7%	0.3%	-1.3
Cc1ccc(-c2nc(CS(=O)CC(=O)NCc3ccc(Cl)cc3)c(C)o2)cc1 (stereo unspecified)	13.5	-4.0%	3.7%	0.0%	-7.1%	20.2%	-1.9%	0.6
Nc1ccc(S(=O)(=O)c2cc(O)c3ccccc3c2O)cc1	-28.5	-14.8%	18.4%	-90.8%[inhibitor]	-5.3%	-17.2%	nt	-6.1
CN(C)c1nc(NCc2ccccc2)nc(SCC(=O)Nc2ccccc2)n1	18.2	19.1%	14.4%	-3.0%	-19.2%	-10.8%	-2.4%	19.2
CCOC(=O)Cc1csc(NC(=O)C2CCCN(S(=O)(=O)c3cnc[nH]3)C2)n1 (stereo unspecified)	2.0	-12.8%	3.3%	15.3%	7.8%	0.5%	2.3%	5.1
C[C@@H]1CN([C@@H](C)CO)C(=O)c2cc(NC(=O)CCN3CCOCC3)ccc2O[C@@H]1CN(C)C(=O)Nc1ccccc1	-19.7	2.3%	-2.6%	21.7%	23.6%	-0.7%	-14.8%	4.2
CCc1cccc(CC)c1NC(=O)COn1nnc2ccc(C(F)(F)F)cc21	-28.6	6.8%	-10.1%	-27.1%	1.0%	-6.4%	36.3%	-5.3
COc1ccc2[nH]cc(CCNC(=O)Cc3ccc(F)cc3)c2c1	10.4	0.3%	5.3%	13.9%	14.8%	2.3%	5.5%	1.4
CCCC(=O)Nc1ccc(C(=O)COC(=O)c2c(C)noc2C)cc1	0.0	-22.7%	14.8%	-0.5%	3.1%	11.4%	6.9%	-9.2
N#Cc1ccc(-c2nc3cc(Cl)ccc3c(=O)n2O)cc1	23.3	-45.3%[inhibitor]	1.6%	-10.9%	0.6%	?	6.3%	-2.4
Cc1noc(NS(=O)(=O)c2ccc(NC(=O)c3ccc(F)cc3)cc2)c1C	?	-4.3%	-5.3%	-2.5%	2.9%	-3.5%	nt	-12.7
COc1ccc(OC)c(C2=NS(=O)(=O)N(C)C(C(=O)Nc3ccc(C(C)=O)cc3)=C2)c1	-0.5	7.4%&4.0%	0.2%	0.6%&14.7%	2.8%	-0.2%	?	0.2&3.5
COc1ccc([C@H]2CC(=O)C=C(c3ccc(OC)nc3)C2)cc1	-16.3	12.3%	3.7%	?	-0.6%	6.0%	18.9%	-4.5
COC(=O)c1c(NC(=O)CSc2nnnn2-c2ccc3c(c2)OCO3)sc(C)c1C	4.0	4.8%	7.0%	-13.8%	4.9%	4.1%	6.7%	-3.6
CC(C)CN1C(=O)NC(NC(=O)c2cccs2)(C(F)(F)F)C1=O (stereo unspecified)	-21.2	3.6%	0.4%	-3.3%	9.4%	-9.7%	15.8%	-14.6
O=S(=O)(Nc1ccc2c(c1)OCCO2)c1ccc(F)cc1	24.7	-23.1%	14.8%	19.1%	-7.5%	11.7%	25.2%	-9.2
O=C(Cn1cc(SCc2c(F)cccc2Cl)c2ccccc21)N1CCCCC1	nt	-8.4%	nt	20.1%	nt	nt	13.6%	17.1
Cc1cc(NC(=O)c2cc(CC(C)C)on2)no1	-24.0	-0.2%	7.6%	22.3%	5.8%	-8.5%	-30.1%	-5.9
COc1ccc(CCNC(=O)COC(=O)c2cc(=O)c3ccccc3o2)cc1	14.4	6.7%	0.5%	2.1%	0.6%	-0.8%	-10.2%	2.6
Nc1ccc2c(c1)C/C(=C/c1ccco1)C2=O	-6.8	-27.7%	12.3%	-15.3%	0.2%	-7.8%	nt	-9.4
CN(C)CCCOc1cccc(Cl)c1	?	?	0.9%	8.1%	-19.9%	0.5%	nt	-10.8
CC(C)C(=O)Nc1ccc(C(=O)NCc2cccnc2)cc1	0.0	1.7%	5.5%	-16.5%	-11.4%	-2.1%	?	-1.9
Cc1onc(-c2c(Cl)cccc2Cl)c1C(=O)c1ccccc1	11.6	10.2%	1.6%	?	-27.5%	1.2%	-11.6%	15.9
Cc1ccc(S(=O)(=O)N(C)c2ccc(C(=O)Nc3c(C)n(C)n(-c4ccccc4)c3=O)cc2)cc1	-9.7	4.4%	1.9%	0.2%	-4.9%	7.1%	-3.6%	4.4
CC(=O)/C(=N/Nc1ccc(Br)cc1)Sc1cccc2cccnc12	-2.0	15.9%	11.3%	5.7%	-2.4%	5.1%	nt	-1.0
Cc1ccccc1C(=O)n1nc(-c2ccco2)nc1NCc1ccc(Cl)cc1	nt	-6.6%	nt	5.3%	nt	nt	13.8%	11.9
Oc1ccc(Br)cc1/C=N/N1CCN(Cc2ccccc2)CC1	0.0	-3.1%	16.0%	-14.9%	-1.7%	1.6%	-9.9%	-11.4
Cc1ccc2nc(SCC(=O)Nc3ccc(F)cc3F)[nH]c2c1	0.2	?	0.8%	-1.4%[0.397 µM]	-17.3%	-2.4%	-8.6%	10.7
CCSc1nc(N)c(C#N)c(-c2ccccc2Cl)c1C#N	?	6.5%	13.6%	-18.7%	2.6%	-13.2%	-1.3%	-0.4
CCNc1nc(NCC)nc(N/N=C/c2ccccc2)n1	?	-6.8%	6.0%	17.1%	2.0%	-0.7%	-25.4%	-15.0
CC1(C(=O)NS(=O)(=O)c2ccccc2)CCN1C(=O)CCc1ccc(Cl)cc1Cl (stereo unspecified)	15.1	-14.0%	1.9%	12.0%	-1.8%	9.3%	1.1%	5.0
CC(=O)N1CCc2cc(Br)cc(S(=O)(=O)NCCc3cccc(C)c3)c21	nt	-5.1%	nt	3.9%	nt	nt	31.2%	-27.1
O=C(/C=C/c1ccccc1)N1CCN(c2ccc([N+](=O)[O-])c(N3CCOCC3)c2)CC1	5.6	9.6%	6.8%	?	-5.3%	14.1%	?	-0.2
COC(=O)c1ccc(COc2ncnc3sccc23)cc1	12.1	3.4%	7.7%	?	4.8%	2.9%	-18.7%	-3.9
CCOC(=O)C1(CCOc2ccccc2)CCN(CC=C(C)C)CC1	?	1.0%	0.0%	-4.3%	10.3%	-3.0%	-11.8%	-20.0

Gathered by group: those above containing an aryl methoxy group.
SMILES	DRD3 antagonist	Abeta rescue	EPAC2 ag	TDP-43 yeast inh	EPAC2 antagonist	aSyn yeast inh	FUS suppressor	D3 ag
COc1cccc(/C=N/c2nc3ccccc3n2C)c1O	-14.7	-10.0%	-1.5%	1.9%	3.6%	5.0%	-17.4%	1.2
COc1cccc(OCC(O)CN2CCC(C)CC2)c1 (stereo unspecified)	11.0	-2.9%	6.2%	-21.3%	16.0%	0.4%	-4.6%	-30.8
COc1ccc2[nH]cc(CCNC(=O)Cc3ccc(F)cc3)c2c1	10.4	0.3%	5.3%	13.9%	14.8%	2.3%	5.5%	1.4
COc1ccc(OC)c(C2=NS(=O)(=O)N(C)C(C(=O)Nc3ccc(C(C)=O)cc3)=C2)c1	-0.5	7.4%&4.0%	0.2%	0.6%&14.7%	2.8%	-0.2%	?	0.2&3.5
COc1ccc([C@H]2CC(=O)C=C(c3ccc(OC)nc3)C2)cc1	-16.3	12.3%	3.7%	?	-0.6%	6.0%	18.9%	-4.5
COc1ccc(CCNC(=O)COC(=O)c2cc(=O)c3ccccc3o2)cc1	14.4	6.7%	0.5%	2.1%	0.6%	-0.8%	-10.2%	2.6

From PubChem BioAssay

An excerpt, so the mix of outcomes need not match the whole.
